S1P3 antagonist – antagonists of human S1P3 receptor. Q99500. CHO S1P3 NFAT-BLA reporter, FRET fluorescence, antagonist mode. inhibition, % at 4.98 µM. 0.27% of 170,000 active. AID 485;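 active means inhibition above the plate cutoff, the mean inhibition of test wells on that plate plus 3 SD, cut at about 28% in these data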;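 further: cells challenged with S1P at its EC80 of 0.8 µM; blue over green emission ratio from cleaved BLA substrate after 4 h stimulation; 0% = S1P-stimulated wells and 100% = unstimulated DMSO-only wells; some compounds past the cut are filed as inactive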
Target sequence (Q99500 whole entry, looked up): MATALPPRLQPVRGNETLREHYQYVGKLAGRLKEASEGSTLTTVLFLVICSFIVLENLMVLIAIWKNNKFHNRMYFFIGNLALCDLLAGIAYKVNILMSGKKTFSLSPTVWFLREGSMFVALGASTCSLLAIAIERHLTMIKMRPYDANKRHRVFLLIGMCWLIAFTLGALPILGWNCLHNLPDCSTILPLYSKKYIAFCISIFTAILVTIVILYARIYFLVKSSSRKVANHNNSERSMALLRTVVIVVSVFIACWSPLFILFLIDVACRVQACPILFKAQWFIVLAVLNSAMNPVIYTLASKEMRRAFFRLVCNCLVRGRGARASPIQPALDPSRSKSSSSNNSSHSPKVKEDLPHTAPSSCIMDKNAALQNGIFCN
TLR4 MyD88 comp – TLR4-MyD88 interaction inhibition in cells. inhibition, % at 8.4 µM. O00206+Q99836. HeLa CL3-4 TLR4/MyD88 BLA complementation, FRET ratio. AID 861. 0.18% of 200,000 active; in the data active means inhibition above about 25%;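 further: 0% = vehicle and 100% = reference inhibitor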
RAM network inh – inhibitors of the yeast RAM network; AID 868; 1.8% of 190,000 active; S. cerevisiae dse1pr::URA3 reporter, 5-FOA growth OD615, 2 d; analog-sensitive cbk1-as2 kinase mutant strain; inhibition, % at 50 µM;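 active means inhibition above a set limit, 3 SD over mean compound inhibition, cut at about 8.4% in these data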;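 further: 0% = DMSO-only wells with no growth and 100% = 10 µM 1-NA-PP1 full growth; inhibition rescues growth on 5-FOA so higher OD means more RAM inhibition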
G6PDH CS – inhibits Leuconostoc G6PDH, flagging false hits in G6PDH-based assays | 0.12% of 200,000 active | Purified L. mesenteroides G6PDH, diaphorase/resazurin coupled fluorescence, 45 min | inhibition, % at 5 µM | AID 1020
L major viab – Leishmania major promastigote growth inhibition | inhibition, % at 10 µM | Leishmania major promastigotes, resazurin fluorescence viability | 9% of 200,000 active;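 further: promastigotes grown with compound for 44 hours at 28 °C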
PMI act hi M6P – increases human PMI activity with near-saturating mannose 6-phosphate | P34949 | coupled PMI enzyme assay, resazurin fluorescence, 20 min; active compounds read high; 1 = untreated enzyme, 0 = substrate-free blank | activation factor at 20 µM | 0.34% of 190,000 active | AID 1216;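 active means activation factor of 2 or more at 20 µM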
Target sequence (P34949 whole entry, looked up): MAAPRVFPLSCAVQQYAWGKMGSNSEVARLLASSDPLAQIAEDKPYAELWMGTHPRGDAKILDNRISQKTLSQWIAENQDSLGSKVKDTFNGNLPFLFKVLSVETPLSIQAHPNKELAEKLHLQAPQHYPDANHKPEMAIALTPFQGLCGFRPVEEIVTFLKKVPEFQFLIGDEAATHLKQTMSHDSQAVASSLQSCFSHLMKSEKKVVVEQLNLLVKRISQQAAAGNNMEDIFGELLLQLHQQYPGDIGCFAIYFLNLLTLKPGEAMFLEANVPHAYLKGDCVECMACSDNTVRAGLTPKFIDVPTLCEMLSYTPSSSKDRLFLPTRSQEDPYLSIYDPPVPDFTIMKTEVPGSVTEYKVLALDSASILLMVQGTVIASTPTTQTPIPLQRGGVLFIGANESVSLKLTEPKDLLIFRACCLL
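Test system: Human PMI in coupled enzyme assay | Input: 15 ng/mL PMI | Medium: HEPES-buffered pH 7.4 with magnesium and detergent | Compound: One concentration, 20 µM, in 1% DMSO | Incubation: Enzyme reaction with compound 20 min at room temperature | Detection: Diaphorase-driven resazurin-to-resorufin fluorescence, excitation 544, emission 590 nm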
Diaphorase inh – counter-screen for diaphorase-based assays: diaphorase inhibitors and chemical oxidizers; inhibition, % at 20 µM; AID 1217; diaphorase resazurin-to-resorufin fluorescence, NADH, 16 min; bacterial (C. kluyveri) enzyme, not human; 0.69% of 190,000 active;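 active means primary screen inhibition at 20 µM above a set limit, cut at about 50% in these data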;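 further: plate controls were DMSO with full reaction for no effect and wells lacking NADH for full effect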
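System: Diaphorase enzyme from Clostridium kluyveri | Amount: Enzyme working solution with 0.14 U/mL diaphorase | Benchmarks: No-NADH positive control and DMSO neutral control | Signal: Fluorescence of resorufin formed from resazurin, Ex 544/Em 590 nm | Schedule: 16-min room-temperature incubation before reading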
Hsp70 act – switches on Hsp70 transcription. activation, % at 10 µM. AID 1203. HeLa Hsp70 promoter luciferase reporter, luminescence; scaled: vehicle 0, proteasome-inhibitor control 100%. 0.04% of 200,000 active;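 active means activation above the mean across all tested compounds plus 3 SD, cutoff set per campaign, cut at about 5.5% in these data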;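 further: 100% = MG132 at 30 µM as the positive control and 0% = DMSO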
PMI activator – activators of human phosphomannose isomerase; purified human PMI, coupled resazurin fluorescence, 20 min; active compounds read high; 1 = vehicle control, 0 substrate-free wells; 0.005% of 190,000 active; P34949; activation factor at 20 µM;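 active means activation factor of 2 or more at 20 µM, relative to plate controls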
Redox H2O2 prof – compounds producing H2O2 with reducing agent – biochemical, NIH compound library profiling, artefact control for MLSCN library redox annotation, primary screen. activation, % at 10 µM. 0.03% of 200,000 active. DTT-dependent redox cycling H2O2, phenol red/HRP absorbance; 100% = 100 µM peroxide control, 0% = buffer;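 active means activation of at least 50% relative to the plate's high and low controls in the primary single-dose screen; inactive means activation below 50%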;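 further: compound incubated with DTT at 0.8 mM final as the reducing agent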
Diaphorase act – counter-screen for diaphorase-based assays: diaphorase activators and chemical reducers; 0.005% of 190,000 active; AID 1229; activation factor at 20 µM; Diaphorase/resazurin coupled assay, resorufin fluorescence, 16 min; active compounds read high; 1 = vehicle wells, 0 = NADH-free wells;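 active means diaphorase activity raised at least twofold by the compound at 20 µM; inactive means activation factor below 2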
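Material: purified diaphorase enzyme from Clostridium kluyveri / Medium: HEPES pH 7.4 buffer with MgCl2 and Tween 20 / Schedule: enzyme reaction of 16 min at room temperature / Measured by: resorufin fluorescence, excitation 544 nm, emission 590 nm / Evaluation: rise in resorufin formation, marking diaphorase activation or chemical reduction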
Numbers without * were called inactive; . = not tested or not shown. Unless noted, no stated cut-off is given here; in the data, active means inhibition above about 50%; inactive means the rest. This is a random part of the collection. Share with any hit: about 12%.

Molecule	S1P3 antagonist	TLR4 MyD88 comp	RAM network inh	G6PDH CS	L major viab	PMI act hi M6P	Diaphorase inh	Hsp70 act	PMI activator	Redox H2O2 prof	Diaphorase act
CN(C)C=Nc1ncc2c3ccccc3n(Cc3ccccc3)c2c1C#N	-24	-1	4.4	6	-6	0.9	25	-0.2	0.8	0.1	0.8
CCOC(=O)CN1CC23C=CC(O2)C(C(=O)NCc2ccc(C)cc2)C3C1=O (stereo not drawn)	-10	-3	0.8	4	-7	1.1	-5	-0.3	1	0.3	1
CCOc1ccc(OCc2cccc(C(=O)Nc3ccc(CN4CCCCC4)cc3)c2)cc1	19	-13	1.2	-1	96*	1.1	-24	-0.4	1	1.2	1.2
N#CC1=C(N)SC(N)=C(C#N)C1CCC1CCCCC1	-14	-14	4.7	-3	26	1.2	54*	-0.4	1	0.8	0.5
CC(Sc1nc2c(c(=O)n(C)c(=O)n2C)n1Cc1cc2c(cc1Cl)OCO2)C(=O)O (stereo not drawn)	.	3	2.0	1	-5	0.9	19	-0.1	0.9	-0.5	0.8
CCOC(=O)CSc1nnc(Cc2cc(=O)[nH]c(=O)[nH]2)n1-c1cccc(OC)c1	-53	-6	2.0	10	1	1.1	-16	-0.2	1.2	0.1	1.2
CC(Sc1nc(-c2ccccc2)cc(C(F)(F)F)n1)C(=O)Nc1sc2c(c1C(N)=O)CCC2 (stereo not drawn)	-13	6	0.8	3	48	0.9	12	-0.5	0.8	0.5	0.9
Cc1ccc2c(c1)N(Cc1ccccn1)C(=O)C(C)O2 (stereo not drawn)	-32	-2	1.6	4	-3	0.9	13	0.2	1.2	1.2	0.9
CCC(C)n1cnc2c(c1=O)c1nc3ccccc3nc1n2Cc1ccccc1OC (stereo not drawn)	16	7	3.3	9	14	0.9	29	-0.1	0.9	0.1	0.7
Cc1nc2nc[nH]n2c(=O)c1NS(=O)(=O)c1ccc(C(C)(C)C)cc1	-6	19	0.1	3	-9	1	9	-0.5	1.1	0.3	0.9
CSc1nc2ccc(S(=O)(=O)N3CCCC3)cc2s1	.	5	1.1	0	-4	1	8	-0.3	1	0.2	0.9
COc1ccc(-c2nnc(NC(=O)C3CC3)o2)cc1	-10	-3	2.4	7	9	1	0	-0.1	1	-1.2	1
Cc1ccc(CN2CCN(C(=O)c3ccco3)CC2)cc1	.	-2	-0.1	4	-6	1.1	3	0.9	1	1.6	1
O=C(NCCCN1CCCC1=O)c1cccc(C(F)(F)F)c1	-31	12	0.5	4	-4	0.9	12	0.2	0.9	2.6	0.9
CN(CC(=O)N1CCc2ccccc21)S(=O)(=O)c1cccs1	.	7	1.0	-3	-6	1	13	0.3	0.9	1.0	0.9
CCc1c(C)nc(SCC(=O)Nc2c(C)n(C)n(-c3ccccc3)c2=O)[nH]c1=O	.	2	0.1	13	-8	0.9	5	0.7	0.9	1.9	0.9
COc1ccc(NC(=O)CSc2nc3ccccc3n2-c2ccccc2)c([N+](=O)[O-])c1	-3	-6	2.4	-7	70*	1	-4	-0.3	1	-0.4	1
O=C(NCC(=O)N(Cc1ccco1)C(C(=O)NC1CCCC1)c1ccncc1)c1cccs1 (stereo not drawn)	.	0	1.6	1	-3	0.8	12	0.1	1.2	1.4	0.9
CCCOC(=O)Cc1c(O)c2ccccc2[nH]c1=O	-11	-1	2.6	4	-8	1	12	-0.1	1	-0.1	0.9
Cc1ccc(C)c(NC(=O)C2CC(=O)N(C(C)C)C2)c1 (stereo not drawn)	-10	6	0.5	0	-5	1.1	-7	-0.2	1	-0.8	1.1
COCCNC(=O)C1CC(c2ccc(F)cc2)=NO1 (stereo not drawn)	.	13	1.4	2	0	0.9	15	-0.3	0.9	0.1	0.9
O=C(Nc1nccs1)c1ccc(-c2cccc([N+](=O)[O-])c2)o1	-12	-11	2.1	5	11	1.1	5	0.3	1.1	-1.0	1
Cc1cc(NC(=O)c2cn(C3CCCCC3)c(=O)c3c2c2ccccc2n3C)no1	28	-2	2.9	0	29	0.9	27	-0.3	1	-0.6	0.7
CC(C)Cn1c(/C=C/c2ccccc2)nc2ccccc21	10	3	1.9	-14	46	1	13	-0.2	0.9	0.4	0.9
CCOC(=O)c1c(NC(C)=O)sc2c1CCC(C=O)=C2Sc1ccccc1	.	20	5.6	1	22	1	34	-0.2	0.9	0.5	0.7
COc1ccc(C(=O)NNC2=NCCCCC2)cc1	1	7	2.3	8	-1	1	14	0.3	1	0.6	0.9
COc1cccc(/C=N/NC(=O)c2nc(-c3ccccc3)cc(-c3ccccc3)n2)c1O	-7	-5	6.1	-12	100*	1.1	12	-0.1	1.1	0.3	0.9
Cc1cc(C)cc(N(CCC#N)C(=O)CSC2=Nc3ccccc3C3CC=NN23)c1 (stereo not drawn)	0	-1	3.4	-9	11	0.9	32	1.5	0.9	4.4	0.7
COc1c(C)cccc1C(=O)Nc1ccc(N2CCN(S(C)(=O)=O)CC2)cc1	-5	-5	3.4	1	-1	1	5	-0.1	1	1.3	0.9
CCOc1ccccc1NC(=O)CSc1nnnn1Cc1ccccc1	-20	0	-0.1	-17	-3	0.9	16	-0.5	0.9	0.4	0.8
CC(=O)Nc1cc[n+](C(C)C(=O)c2ccc(Cl)cc2)cc1 (stereo not drawn)	-12	-23	1.4	1	-8	0.9	6	-0.3	1	-1.0	0.9
COc1cccc(-n2cnnn2)c1	.	-15	0.5	-11	-8	1	4	-0.4	1	0.1	1
COc1ccc(OCC(=O)Nc2cc(C)c(Cl)cc2OC)c([N+](=O)[O-])c1	-6	16	1.5	4	1	0.9	7	-0.3	0.9	0.1	0.9
CCC(=O)Nc1cc(Cl)ccc1C(=O)O	.	2	0.0	11	-4	1.1	-1	-0.1	1	0.0	1
O=[N+]([O-])c1ccc(N2CCN(C(=S)Nc3ccc(F)cc3F)CC2)cc1	14	-7	5.6	6	-3	0.8	16	-0.1	0.9	-0.2	0.8
COC(=O)C1=C(C)N=C2SC(C#N)=C(N)N2C1c1ccc(OCc2ccccc2)cc1 (stereo not drawn)	.	21	1.4	-6	98*	0.9	24	0.7	0.8	0.0	0.8
Cc1ccc(N(CC(O)CN2CCCC2)S(=O)(=O)c2ccccc2)cc1 (stereo not drawn)	-7	8	0.3	8	60*	0.9	10	-0.1	1.1	-0.4	0.9
O=C(NNC(=O)c1cccnc1)Nc1ccc(Cl)c(Cl)c1	.	5	1.9	8	-3	1.1	2	-0.4	1.2	-7.2	1
Cc1ccc2c(C)c(C(=O)Nc3c(C)n(C)n(-c4ccccc4)c3=O)oc2c1C	-6	1	0.5	2	5	1	10	-0.1	1	-0.1	0.9
Cc1ccc(CNC(=O)CSc2nc3[nH]ncc3c(=O)[nH]2)cc1	9	-14	2.5	4	-8	0.9	20	-0.2	0.9	-0.5	0.8
Cc1ccc(-c2cc(-c3ccc(Cl)cc3)c(C#N)c(N)n2)o1	-33	-27	-1.2	8	13	1.5	6	-0.3	0.9	1.2	0.9
CCSc1nnc(NC(=O)CSc2nc(CC)nc3c2c(=O)n(C)c(=O)n3C)s1	-25	-18	5.7	-36	-6	0.9	6	-0.1	0.9	0.9	0.9
COc1ccc(CCN(C(=O)C(F)(F)F)C(C(=O)NC2CCCC2)c2cccs2)cc1 (stereo not drawn)	.	10	1.8	8	62*	1	11	0.2	1	1.9	0.9
Cc1ccc(SCc2ccc(C(=O)N3CCCC3)cc2)cc1	-13	-2	-2.0	10	3	1	5	0.0	1	-0.5	0.9
CC1=C(C(=O)OCC(C)C)C(c2cccs2)NC(=S)N1 (stereo not drawn)	-5	-2	0.5	11	11	0.7	16	-0.5	0.5	0.4	0.8
O=[N+]([O-])c1ccc(C2(O)CN(c3ccccc3)C3=[N+]2CCS3)cc1 (stereo not drawn)	-18	2	1.9	1	-6	1	0	-0.3	1	-3.3	1
Cc1ccc(-c2nn3c(C)nnc3c3ccccc23)cc1S(=O)(=O)N1CCN(CCO)CC1	-16	14	1.2	10	20	1	10	-0.1	1.1	0.6	0.9

Screening data as filed in PubChem.
